D1 antag: blocks dopamine activation of the human D1 receptor; P21728; 360,000 tested, 3.2% active; HEK293 TREx D1 cells, calcium flux, dopamine EC80; stronger effect = lower value; activity change, negative = inhibition, % at 10 µM; in the data active means activity change below about -30%; further: on the % scale 0 is the no-effect control and ±100 the full control effect
Target sequence (P21728 whole entry, looked up): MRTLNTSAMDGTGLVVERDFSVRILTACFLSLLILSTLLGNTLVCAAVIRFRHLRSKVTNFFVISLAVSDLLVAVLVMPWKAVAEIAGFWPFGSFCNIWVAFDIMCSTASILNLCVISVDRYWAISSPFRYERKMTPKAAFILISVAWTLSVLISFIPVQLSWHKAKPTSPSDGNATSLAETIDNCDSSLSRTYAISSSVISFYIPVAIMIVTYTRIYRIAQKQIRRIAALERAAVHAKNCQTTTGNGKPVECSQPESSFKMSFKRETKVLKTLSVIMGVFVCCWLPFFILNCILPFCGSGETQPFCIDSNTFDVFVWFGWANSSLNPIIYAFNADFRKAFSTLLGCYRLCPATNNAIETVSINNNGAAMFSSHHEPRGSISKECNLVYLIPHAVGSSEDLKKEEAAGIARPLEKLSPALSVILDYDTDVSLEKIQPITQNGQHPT
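Tetracycline-induced HEK293 T-REx cells with force-coupled D1 receptor were loaded with a no-wash calcium dye. Compound was added after a 10 s baseline and read kinetically for 180 s; EC80 dopamine was then added and calcium flux followed another 180 s.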
RXFP1 antagonist: antagonists of human relaxin receptor RXFP1; HEK293-RXFP1, relaxin-stimulated cAMP HTRF, 30 min; stronger effect = lower value; activity change, negative = inhibition, % at 57.5 µM; 350,000 tested, 0.59% active;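 active means activity change of -60% or lower, but not beyond a set lower limit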; further: on the % scale 0 is the no-effect control and ±100 the full control effect
D2 ag: agonists of human D2 dopamine receptor | P14416 | HEK293 T-REx D2 cells, calcium flux agonist mode | activation, % at 2 µM | 340,000 tested, 0.53% active;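 active means activation over 3 SD above normal in the single-dose calcium agonist read, cut at about 30% in these data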; further: 0% is about no effect
Target sequence (P14416 whole entry, looked up): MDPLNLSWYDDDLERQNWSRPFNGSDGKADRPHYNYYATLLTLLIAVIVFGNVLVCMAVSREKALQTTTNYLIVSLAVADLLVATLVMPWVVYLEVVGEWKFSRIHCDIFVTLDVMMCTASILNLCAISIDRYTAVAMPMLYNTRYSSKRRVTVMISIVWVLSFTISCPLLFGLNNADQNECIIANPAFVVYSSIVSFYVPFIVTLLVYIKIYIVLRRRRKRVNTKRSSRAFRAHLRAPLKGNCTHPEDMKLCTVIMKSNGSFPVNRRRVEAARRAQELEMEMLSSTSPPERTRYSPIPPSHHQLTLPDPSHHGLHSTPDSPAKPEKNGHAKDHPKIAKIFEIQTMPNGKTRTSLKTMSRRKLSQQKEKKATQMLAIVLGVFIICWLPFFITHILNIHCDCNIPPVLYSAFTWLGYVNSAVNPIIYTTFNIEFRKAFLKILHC
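In this primary screen, compounds producing a positive calcium signal within 180 s of addition to tetracycline-induced, force-coupled HEK293 Trex D2 cells are flagged; cells are dye-loaded with a no-wash calcium kit beforehand.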
D1 potentiator: human D1 dopamine receptor positive modulation; HEK293 TREx D1 cells, calcium flux, dopamine EC20 potentiation; potentiation, % at 10 µM; 360,000 tested, 0.036% active; in the data active means potentiation above about 30%; further: 0% is about no effect
D2 antag: D2 dopamine receptor (human) antagonism | HEK293 TREx D2 cells, calcium flux, dopamine EC80 | inhibition, % at 10 µM | 340,000 tested, 2% active | AID 485344; in the data active means inhibition above about 30%; further: 0% is about no effect
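Tetracycline-induced HEK293 TREx cells expressing D2 receptor forced-coupled to calcium signalling, loaded with no-wash calcium dye. Compounds added and calcium flux read 180 s, then dopamine added at EC80 and read a further 180 s.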
TRHR enhancer: TRH receptor (human) allosteric enhancement; P34981; TRHR cells, fluo-8 calcium fluorescence, EC20 TRH enhancement; enhancement, % at 2 µM; 360,000 tested, 0.66% active; AID 493056; in the data active means enhancement above about 30%; further: 0% is about no effect
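Enhancer read-out: after compound pinning and an initial kinetic agonist-mode read, an EC20 of TRH (10 nM final) was injected and fluo-8 calcium signal (Ex 480/Em 530) followed at 1 s/cycle for 100 cycles in TRHR-expressing cells.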
TRHR ag: agonists of human TRH receptor | P34981 | TRHR cells, calcium flux fluo-8, FDSS agonist mode | 360,000 tested, 0.18% active | activation, % at 2 µM; further: 0% is about no effect
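Steps: seed TRHR cells overnight; add fluo-8 no-wash Ca dye, RT 30 min–1.5 h; record 10 s baseline; pin-transfer compounds; monitor fluorescence 1 cycle/s for the agonist window. Calcium increases flag candidate agonists.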
D2 potentiator: positive allosteric modulators of human D2 dopamine receptor. P14416. potentiation, % at 10 µM. AID 485347. 340,000 tested, 0.34% active. HEK293 T-REx D2, calcium flux, EC20 dopamine potentiation;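 active means potentiation over 3 SD above the plate norm, cut at about 30% in these data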; further: 0% is about no effect
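Primary screen. Calcium kinetics in induced HEK293 T-REx D2 cells: compound pre-addition 180 s, EC20 dopamine, 180 s more.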
D1 ag: human D1 receptor agonism. P21728. 360,000 tested, 1% active. activation, % at 2 µM. HEK293 T-REx D1 cells, calcium flux, agonist mode; further: 0% is about no effect
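Agonism was scored from calcium flux recorded over 180 s (1 read/s) after pintool compound addition, following a 10-cycle baseline. Cells were inducible force-coupled HEK293 TREx D1, plated overnight at 30 C and loaded with no-wash calcium dye.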
An asterisk follows results filed as active; · = no result given. Unless noted, no stated cut-off is given here; in the data, active means activation above about 30%; inactive means the rest.

SMILES | D1 antag | RXFP1 antagonist | D2 ag | D1 potentiator | D2 antag | TRHR enhancer | TRHR ag | D2 potentiator | D1 ag
Cc1ccc(S(=O)(=O)n2nc(-c3ccc(Cl)cc3)nc2NCc2ccco2)cc1 | -5.9 | -5.4 | -1.9 | -5.0 | -20.7 | -2.7 | -1.1 | 9.5 | 13.6
CC1CCN(C(=O)CCc2nc3cc(S(=O)(=O)N(C)C)ccc3n2C)CC1 | -32.5* | -4.5 | -1.4 | 11.1 | 3.7 | -0.6 | -0.2 | 7.7 | -0.4
Cc1ccc(N(Cc2ccccc2)C(=O)c2ccc(Cl)c(S(=O)(=O)N3CCOCC3)c2)cc1 | 3.4 | -9.1 | -0.3 | 1.8 | 6.0 | -6.0 | 0.7 | 4.3 | 6.7
CC1CCC(N2CCN(c3ncccn3)CC2)C1 (configuration not stated) | -10.8 | 0.3 | 7.2 | 2.1 | -7.2 | 1.4 | 1.6 | 1.2 | 0.3
CC(C)(C)OC(=O)N/N=C\c1ccc(OC(=O)c2cccs2)cc1 | -8.2 | -25.5 | -1.7 | -2.8 | -12.7 | 9.8 | -1.1 | 5.5 | 1.5
O=C(NCCC(=O)N1CCCC1)c1ccccc1Cl | -15.5 | 11.9 | · | 2.1 | · | 0.5 | 0.5 | · | 1.1
CCN(CC)C(=O)C(=O)N/N=C/c1cccs1 | -11.4 | -8.8 | · | 0.5 | · | 0.2 | -0.3 | · | 2.4
C/C(=N/NC(=O)c1ccccc1)C1=C(O)CC(C)(C)CC1=O | -27.5 | 23.7 | 0.2 | -7.0 | -16.0 | 0.2 | -0.7 | -0.1 | 0.3
O=C(NCCCn1ccnc1)c1cc(C(=O)C2CCCCC2)c[nH]1 | -6.0 | 1.2 | 2.0 | -5.5 | -6.1 | 6.0 | -0.1 | 10.9 | 0.7
COc1cc(/C=C(\C#N)C(=O)Nc2ccccc2)ccc1OCCN1CCOCC1 | -22.1 | -10.8 | 1.1 | -7.1 | 1.5 | -0.4 | 0.9 | 7.8 | 0.6
CCOc1ccccc1N1CCN(C(=O)CCCc2nc3ccccc3s2)CC1 | 12.1 | -3.7 | -1.3 | 3.0 | -9.6 | 2.6 | -0.3 | -1.2 | 0.5
Cc1c[nH]c2cccc(OCC(O)CNC(C)(C)C)c12 (configuration not stated) | 2.6 | -16.1 | -2.1 | 4.3 | 13.6 | 7.3 | -0.1 | 19.9 | 10.6
CCCN1C(=O)C(O)(C2CC(=O)CC(C)(C)O2)c2ccccc21 (configuration not stated) | -0.8 | -3.1 | -0.3 | -4.6 | -18.5 | -3.2 | 1.1 | 2.8 | 0.1
COc1ccc(NC(=O)C2C3C=CC4(O3)C2C(=O)N(CCN2CCCCC2)C4C(=O)NC2CCCCC2)cc1 (configuration not stated) | -1.9 | -3.3 | 0.6 | · | 2.6 | 5.9 | -0.4 | 0.8 | 0.2
CC1(C)CC(=O)c2cnc(NC(=O)Cc3ccc(Cl)cc3)nc2C1 | 6.8 | -5.8 | 3.8 | -3.5 | -14.2 | 1.2 | -2.3 | · | 2.2
CCc1ccccc1NC(=O)c1ccc(S(=O)(=O)NCC2CCCO2)cc1 (configuration not stated) | 4.4 | 5.6 | -0.2 | 1.0 | 5.6 | -1.6 | -0.6 | 2.9 | 1.3
Cc1ccc(C)c(-n2cc(CN3CCN(C(=O)c4ncn[nH]4)CC3)c(-c3ccccc3)n2)c1 | -21.0 | -4.7 | 0.4 | -6.8 | -25.6 | 9.6 | -0.2 | 0.5 | -0.2
CN(C)S(=O)(=O)n1cc(/C=C(\NC(=O)c2ccccc2)C(=O)NCCCN2CCOCC2)c2ccccc21 | -7.4 | -13.0 | -0.3 | -4.9 | 17.3 | -5.3 | 0.1 | -3.4 | 4.0
COc1ccccc1NC(=O)Cc1csc(NC(=S)Nc2ccccc2)n1 | -9.7 | -15.5 | 1.5 | -4.2 | 1.4 | 0.9 | 0.4 | -1.9 | 7.7
COc1ccc(C(=O)NNC(=O)C(=O)NC2CCCCC2)cc1 | -46.5* | -5.1 | 0.0 | -7.1 | -11.4 | 12.1 | 0.2 | -8.8 | 4.2
Cc1oc(-c2ccccc2)nc1CNC(=O)NC1CCCCC1 | -1.4 | -5.5 | 1.5 | 0.3 | · | 4.7 | -0.9 | 3.8 | 0.6
CCn1nc(-c2ccccc2)c2nc3ccccc3nc21 | 17.0 | 3.3 | 15.3 | 0.1 | 8.8 | -4.9 | 20.4 | -4.5 | 98.0*
CC(=O)Oc1ccc(-c2cccc(C(=O)O)c2)cc1 | -18.8 | -1.9 | 0.7 | -1.6 | 5.1 | -2.5 | 0.0 | -1.4 | 1.0
CC(C)(C)n1nnnc1C(c1cc2cc3c(cc2[nH]c1=O)OCCO3)N1CCSCC1 (configuration not stated) | 17.2 | -1.8 | 0.0 | -3.5 | -5.9 | 3.2 | 0.3 | -6.5 | 0.4
CCC1CCCCN1CCCNC(=O)c1ccc(CS(=O)(=O)Cc2ccc(Cl)cc2)o1 (configuration not stated) | 26.0 | 13.3 | -0.6 | 8.1 | 13.0 | -0.3 | -0.5 | -5.4 | 0.8

Shown tab-delimited: 3 of the compounds above
Compound	D1 antag	RXFP1 antagonist	D2 ag	D1 potentiator	D2 antag	TRHR enhancer	TRHR ag	D2 potentiator	D1 ag
CC1CCN(C(=O)CCc2nc3cc(S(=O)(=O)N(C)C)ccc3n2C)CC1	-32.5*	-4.5	-1.4	11.1	3.7	-0.6	-0.2	7.7	-0.4
Cc1ccc(N(Cc2ccccc2)C(=O)c2ccc(Cl)c(S(=O)(=O)N3CCOCC3)c2)cc1	3.4	-9.1	-0.3	1.8	6.0	-6.0	0.7	4.3	6.7
CC1CCC(N2CCN(c3ncccn3)CC2)C1 (configuration not stated)	-10.8	0.3	7.2	2.1	-7.2	1.4	1.6	1.2	0.3

The main list resumes, repeating the three entries before the break.
SMILES | D1 antag | RXFP1 antagonist | D2 ag | D1 potentiator | D2 antag | TRHR enhancer | TRHR ag | D2 potentiator | D1 ag
CC(=O)Oc1ccc(-c2cccc(C(=O)O)c2)cc1 | -18.8 | -1.9 | 0.7 | -1.6 | 5.1 | -2.5 | 0.0 | -1.4 | 1.0
CC(C)(C)n1nnnc1C(c1cc2cc3c(cc2[nH]c1=O)OCCO3)N1CCSCC1 (configuration not stated) | 17.2 | -1.8 | 0.0 | -3.5 | -5.9 | 3.2 | 0.3 | -6.5 | 0.4
CCC1CCCCN1CCCNC(=O)c1ccc(CS(=O)(=O)Cc2ccc(Cl)cc2)o1 (configuration not stated) | 26.0 | 13.3 | -0.6 | 8.1 | 13.0 | -0.3 | -0.5 | -5.4 | 0.8
Oc1cccc2ccc(N3CCOCC3)nc12 | 5.4 | -9.0 | 0.2 | -7.9 | -9.6 | 1.6 | -0.2 | 5.5 | 1.3
CSc1ccccc1OCc1cc(C(=O)NCCN2CCCc3ccccc32)no1 | 1.0 | -12.4 | 0.2 | -15.3 | -16.3 | 1.8 | -0.2 | -12.3 | -0.2
COc1ccc(CCCCCCOCc2ccccc2)cc1 | · | · | -0.7 | 0.3 | -11.5 | 1.3 | 0.2 | 5.0 | -1.3
Nc1cc(Cl)nc(N/N=C/c2c(O)ccc3ccccc23)n1 | 4.5 | 6.9 | 1.5 | -1.1 | -16.8 | -4.0 | 0.4 | 5.3 | -0.6
Nn1c(SCc2ccc(Br)cc2)nnc1-c1ccncc1 | · | -3.5 | -0.6 | 5.1 | -15.5 | 2.3 | -0.6 | -2.4 | -2.0
CN1CCN(NC(=O)c2cn(-c3ccccc3)nc2-c2ccc(OC(F)F)cc2)CC1 | -28.5 | -15.3 | 0.5 | -6.5 | -8.0 | -4.6 | 0.8 | 2.4 | 5.3
CCc1cc(=O)oc2cc3occ(C)c3cc12 | 2.4 | -4.2 | 0.3 | -7.5 | -5.0 | -1.3 | -0.1 | 1.9 | 4.4
CC(C)c1ccc(S(=O)(=O)N2CCN(C(=S)NCc3ccco3)CC2)cc1 | -22.6 | -23.1 | 0.1 | -6.0 | 6.7 | 3.2 | -0.6 | -0.5 | 6.6
COc1ccccc1Sc1nc(-c2ccccn2)ncc1OC | -3.3 | -18.6 | -0.1 | -4.8 | -2.7 | 4.5 | -0.9 | 4.2 | -1.1
Cn1ccnc1C(O)(c1ccccc1)c1ccccc1 | 1.6 | -4.6 | 0.5 | 1.0 | 28.6 | -5.1 | 2.4 | -0.4 | 1.6
COc1cc(S(=O)(=O)N2CCN(Cc3ccccc3)CC2)ccc1Br | -14.3 | -9.0 | -0.8 | -7.0 | 14.5 | -9.5 | -0.3 | 4.2 | 1.6
Cc1ccc(C(OCC(O)CNC(CO)C(O)c2ccc([N+](=O)[O-])cc2)c2ccccc2)cc1 (configuration not stated) | -5.4 | -15.6 | -0.5 | -6.0 | 0.7 | 20.0 | 0.3 | -7.1 | 23.1
Cc1ccc2cccc(NC(=O)C(C)Oc3ccc(C)c(C)c3)c2n1 (configuration not stated) | -2.1 | -1.2 | -0.5 | 2.1 | · | 1.5 | 0.2 | -4.8 | 10.5
COC(=O)c1ccc(CSc2ccc3nnc(-c4ccccn4)n3n2)o1 | 11.2 | · | -1.1 | -3.4 | -7.9 | 0.5 | -0.9 | 22.7 | 0.2
CCOC(=O)c1ccccc1NC(=O)c1cn(CC(C)C)c(=O)c2cc(OC)c(OC)cc12 | 9.0 | · | -0.4 | -0.8 | · | 2.1 | -0.4 | 26.4 | 3.6
CC(O)c1cccc(NC(=O)Nc2cccc(NC(=O)Nc3cccc(C(C)O)c3)c2)c1 (configuration not stated) | 4.7 | 2.7 | -1.6 | 0.1 | 0.6 | 3.4 | 0.4 | 2.0 | 3.9
CCOc1cc(N2CCOCC2)c(OCC)cc1NC(=O)COc1cccc(Cl)c1 | -6.0 | -19.4 | -1.1 | -4.1 | 3.5 | 9.5 | -0.2 | 2.6 | 3.9
COc1ccc(-c2nc3cc(NC(=O)c4ccc(C)cc4)ccc3o2)cc1Cl | -13.5 | -14.7 | · | -2.0 | · | -8.7 | 1.4 | -17.0 | -0.1
O=c1cc(-c2ccccc2)oc2ccc(O)cc12 | 2.3 | 1.1 | -2.8 | -1.4 | 7.6 | 25.6 | -1.7 | 15.3 | 0.3

Taken from above.
Entry for `CC(O)c1cccc(NC(=O)Nc2cccc(NC(=O)Nc3cccc(C(C)O)c3)c2)c1` (configuration not stated) under D2 potentiator: 2.0
Entry for `COc1ccccc1Sc1nc(-c2ccccn2)ncc1OC` under RXFP1 antagonist: -18.6
Entry for `O=c1cc(-c2ccccc2)oc2ccc(O)cc12` under D1 antag: 2.3

Entries listed above that bear a hit mark in D1 ag.
mol	D1 antag	RXFP1 antagonist	D1 potentiator	D2 antag	TRHR enhancer	D2 potentiator	D1 ag
CCn1nc(-c2ccccc2)c2nc3ccccc3nc21	17.0	3.3	0.1	8.8	-4.9	-4.5	98.0*

Compound activity from PubChem.

Not a hit list (roughly 7.3% active in at least one column).
